LmPK inh: LmPK (Leishmania mexicana) enzyme inhibition | purified LmPK, Kinase-Glo ATP luminescence, 1 h | 0.37% of 290,000 active | Potency, µM (titrated, usually from 57.5 µM), inactives show at the top dose activity change, negative = inhibition, actives largely listed as inhibitors | Q27686; also: potency is read from the fitted curve at half-maximal effect
Target sequence (Q27686 whole entry, looked up): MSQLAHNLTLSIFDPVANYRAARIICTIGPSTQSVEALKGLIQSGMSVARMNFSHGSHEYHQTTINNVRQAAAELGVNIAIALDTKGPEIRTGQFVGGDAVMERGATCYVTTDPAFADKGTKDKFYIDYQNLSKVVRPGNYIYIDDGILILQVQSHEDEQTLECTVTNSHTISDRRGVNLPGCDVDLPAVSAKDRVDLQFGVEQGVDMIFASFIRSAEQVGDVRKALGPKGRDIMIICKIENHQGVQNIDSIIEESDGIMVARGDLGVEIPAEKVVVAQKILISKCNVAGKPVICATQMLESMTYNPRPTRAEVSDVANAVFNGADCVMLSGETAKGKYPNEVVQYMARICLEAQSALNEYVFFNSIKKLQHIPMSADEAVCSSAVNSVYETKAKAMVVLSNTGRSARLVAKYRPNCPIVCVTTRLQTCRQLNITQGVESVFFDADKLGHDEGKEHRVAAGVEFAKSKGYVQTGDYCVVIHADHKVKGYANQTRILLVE
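Kinase-Glo luminescence read after 1 h RT reaction of 0.1 nM LmPK with 0.5 mM PEP and 0.1 mM ADP. Activity scaled between uninhibited and enzyme-free controls.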
AmpC no deterg: AmpC beta-lactamase inhibition without detergent; Potency, µM (doses to about 57.1 µM), inactives show top-dose activity change, negative = inhibition, usual class: inhibitors; 0.52% of 330,000 active; P00811; AID 485341; AmpC nitrocefin hydrolysis, absorbance 480 nm, 0.0001% Triton;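 also: potency is read from the fitted curve at half-maximal effect; plate controls were no compound for no effect and no enzyme for full effect; nearly all actives have a fitted effect of over 20% in size; some results filed as inactive show a strong effect at the top dose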
Target sequence (P00811 whole entry, looked up): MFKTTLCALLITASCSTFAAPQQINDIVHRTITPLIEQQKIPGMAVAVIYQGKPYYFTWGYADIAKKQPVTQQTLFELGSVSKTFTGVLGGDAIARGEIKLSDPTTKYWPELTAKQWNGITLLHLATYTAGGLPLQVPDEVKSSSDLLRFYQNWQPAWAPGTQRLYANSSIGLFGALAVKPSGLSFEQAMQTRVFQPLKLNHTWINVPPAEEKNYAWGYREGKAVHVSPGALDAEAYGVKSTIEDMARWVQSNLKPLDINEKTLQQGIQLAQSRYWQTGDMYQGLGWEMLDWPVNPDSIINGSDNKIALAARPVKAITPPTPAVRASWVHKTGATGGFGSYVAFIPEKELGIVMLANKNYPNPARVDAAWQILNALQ
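AmpC (5.3 nM in the dispensed reagent) in 20 mM phosphate pH 7.0 with 0.01% (detergent screen) or 0.0001% Triton X-100 was preincubated with compounds for 15 min at room temperature. Nitrocefin was then added from an 800 uM solution, and hydrolysis was followed at 480 nm.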
AMA1-RON2 inh: AMA1-RON2 (P. falciparum) interaction inhibition; AlphaScreen AMA1-biotinylated RON2 peptide binding; Potency, µM (highest dose often 58.2 µM), for the others: at the top dose activity change, negative = inhibition, usual class: inhibitors; 0.2% of 360,000 active; AID 720542;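 also: potency is read from the fitted curve at half-maximal effect; 0% = vehicle wells and -100% = peptide control; nearly all actives have a fitted effect of over 45% in size; some results filed as inactive show a strong effect at the top dose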
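AMA1 (3D7) with his tag at 25 nM final met compounds first, then biotinylated RON2 peptide at 25 nM; detection used donor plus acceptor beads, 10 µg/mL apiece, read by AlphaScreen after 30 min at room temperature.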
Tb PYK inh: blocks Trypanosoma brucei pyruvate kinase. Q57TT1. TbPYK enzyme, Kinase-Glo Plus ATP luminescence, 45 min. Potency, µM (titrated, usually from 76.8 µM), inactives show top-dose activity, negative = inhibition, hits mostly inhibitors. 0.12% of 410,000 active. AID 624173; also: potency is read from the fitted curve at half-maximal effect; nearly all actives have a fitted effect of over 50% in size
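Screened from lowest to highest concentration, compounds were pinned into TbPYK/substrate mixtures, and ADP (130 uM final) was added. Plates sat at room temperature for 45 min prior to Kinase-Glo Plus detection by luminescence.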
Sm TGR block: S. mansoni TGR enzyme inhibition; AID 485364; purified TGR, DTNB reduction, TNB absorbance 405 nm; Potency, µM (series often up to 114 µM), for inactives: at the top dose activity change, negative = inhibition, actives largely listed as inhibitors; 3% of 360,000 active; Q962Y6; also: potency is read from the fitted curve at half-maximal effect; nearly all actives have a fitted effect of over 60% in size
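TGR 20 nM + NADPH 100 uM (dispensed conc.), cpd preinc 15 min RT; start with NADPH (500 uM addition) then DTNB (15 mM addition). Kinetic TNB absorbance, 405 nm filter. Four-parameter Hill fit across titration.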
AmpC inh detg: blocks E. coli AmpC beta-lactamase in detergent assay; AmpC hydrolysis of nitrocefin, absorbance 480 nm, 0.01% Triton; Potency, µM (doses to about 114 µM), inactives show top-dose activity change, negative = inhibition, most hits filed as inhibitors; 0.041% of 370,000 active; AID 485294;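 also: potency is read from the fitted curve at half-maximal effect; 0% = no-compound wells and -100% = no-enzyme wells; nearly all actives have a fitted effect of over 25% in size; some results filed as inactive show a strong effect at the top dose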
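20 mM phosphate pH 7.0 + 0.01% (detergent screen) or 0.0001% Triton X-100; 5.3 nM AmpC reagent; cpd preinc 15 min RT; nitrocefin (800 uM stock) to start; A480 q20 s × 4 min; Activity was normalised to no-enzyme and no-compound control wells.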
HCMV inh: inhibitors of human cytomegalovirus; 4.5% of 410,000 active; HFF cells, HCMV-luciferase reporter, 72 h; hits give low values; activity change, negative = inhibition, % at 57.5 µM; AID 1259415; in the data active = activity change below about -60%; inconclusive = no clear call, values can overlap the other calls; inactive = above about -39%
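After 16 h attachment at 37C, HFF cells received test compound and HCMV-luciferase (1 PFU/cell); reporter luminescence read 72 h later, data normalized against buffer-only and known inhibitor Salinomycin.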
Starred values were filed as active, the others as inactive; ? = inconclusive; / = no result given; [ ] = remark or other dose. Unless noted, calls follow the shape of the dose curve; as a rule, active = well fitted curve in the direction sought with a large enough effect; inconclusive = small, poorly fitted or top-dose-only effect, or another doubt; inactive = no such curve, though single readings can be large; an effect the other way counts as inactive or inconclusive. Unless noted, % is scaled to controls: 0 for no effect and ±100 for the full control effect.

SMILES | LmPK inh | AmpC no deterg | AMA1-RON2 inh | Tb PYK inh | Sm TGR block | AmpC inh detg | HCMV inh
CC1CCCCC1NC(=O)CCS(=O)(=O)c1cccc2nonc12 (stereo not given) | -10% | -12% | -6% | -18% | -1% | 2% | -16
Cc1ccc(Cn2c(CN3CC(C)OC(C)C3)nc3c2c(=O)n(C)c(=O)n3C)cc1 (stereo not given) | 2% | 2% | 0% | 5% | -26% | ? | 3
COc1ccc(OC)c(S(=O)(=O)N2CCC(C(=O)NCc3ccccc3)CC2)c1 | 2% | 11% | 23% | 2% | -1% | 3% | 29
CCN(c1ccccc1)S(=O)(=O)c1c(-c2ccc(C)cc2)csc1C(=O)OC | / | / | / | 1% | 1% | -4% | -67*
N#CC1=C(N)OC2=C(C(=O)CC(c3ccco3)C2)C1c1ccc(OCc2c(F)cccc2Cl)cc1 (stereo not given) | 5% | -56% | -4% | 1% | -7% | -11% | 8
CN1CCN(c2nc(Nc3ccc(F)cc3)nc(Nc3ccc(F)cc3)n2)CC1 | 2% | 78%[activator] | -7% | 2% | 2% | -8% | -25
NC(=O)N/N=C/c1ccc(-c2ccc(S(=O)(=O)Nc3ncccn3)cc2)o1 | / | -8% | -10% | -4% | -9% | -15% | -9
CCOc1ccc2c(c1)C(=O)c1cc(OCC(=O)O)ccc1-2 | -27% | 11% | 4% | 1% | 3% | -5% | -18
CCOC(=O)c1cnn(-c2ccccc2)c1-n1cccc1C(=O)C(=O)N(C)C | 3% | 4% | 2% | -3% | -3% | 1% | -21
CCOc1ccc(NS(=O)(=O)c2ccc(NC(C)=O)c(OC)c2)cc1 | -1% | 1% | 13% | 1% | 1% | -13% | ?
Cc1ccc(CNC(=O)c2ccc3c(=O)n(CC4CCCO4)c(=S)[nH]c3c2)cc1 (stereo not given) | 4% | / | 19% | -3% | -2% | -5% | 0
O=c1cc(CCl)nc2sc3ccccc3n12 | -3% | -18% | 5% | 6% | 40µM* | 0% | ?
CC(C)(C)c1ccc(OCCCn2ccnc2)cc1 | 1% | 13% | ? | 16% | 9% | -1% | -10
O=C(/C=C/c1ccccc1)NCc1ccco1 | 3% | -11% | -13% | 1% | 0% | 10% | -15
CC(=O)c1ccc(-n2c(=O)[nH]c(=O)c3c(N)c(C(=O)c4ccc(Cl)cc4)sc32)cc1 | 3% | -4% | -8% | -7% | 3% | -13% | ?
CC(C)C[C@H](NC(=O)N1CCn2c1nc1ccccc12)C(=O)NCCc1ccccc1 | 9% | 129%[activator] | 71%[activator] | -6% | -4% | ? | -23
CC1(C)C(=O)OC(c2cccn2-c2ccc([N+](=O)[O-])cc2)C(C)(C)C1=O (stereo not given) | 0% | 1% | 0% | 1% | 2% | ? | ?
Cc1cccc2nc(COc3ccc4ccccc4c3Br)cn12 | 7% | 31% | -14% | 4% | -18% | 2% | 69
Nc1ccc2c3c(cccc13)CC2 | 4% | -19% | -5% | -2% | -2% | -8% | ?
Cc1ccccc1C(=O)N1c2ccccc2OCC1C(C)(C)C (stereo not given) | -2% | 0% | -5% | 6% | 0% | -20% | 11

Quoted from the listing:
AmpC inh detg result of CC(=O)c1ccc(-n2c(=O)[nH]c(=O)c3c(N)c(C(=O)c4ccc(Cl)cc4)sc32)cc1 is entered as -13%
AmpC inh detg result of Cc1ccccc1C(=O)N1c2ccccc2OCC1C(C)(C)C (stereo not given) is entered as -20%

Later entries.
SMILES | LmPK inh | AmpC no deterg | AMA1-RON2 inh | Tb PYK inh | Sm TGR block | AmpC inh detg | HCMV inh
CCn1c(SCc2nc3ccccc3[nH]2)nnc1-c1cnccn1 | -6% | -39% | -11% | -1% | 4% | ? | 60
COc1ccc(COC(=O)c2ccc(Cl)c(S(=O)(=O)N3CC(C)OC(C)C3)c2)cc1 (stereo not given) | / | ? | 5% | -2% | 3% | -11% | 0
Cc1ccc(C(=O)Nc2sc(C)c(C)c2C(=O)c2ccccc2)cc1 | -4% | -20% | -13% | -21% | 5% | ? | ?
COc1ccc(CNC(=O)C(C)OC(=O)CN2C(=O)COc3ccccc32)cc1 (stereo not given) | -6% | -1% | 5% | 2% | -18% | -4% | -30
CC(=O)O[C@@H]1[C@@]2(C)O[C@H]2CC[C@]23O[C@H]2[C@H](OC3=O)C2=C(C)C(=O)O[C@@]21O | 0% | -6% | 0% | 5% | -28% | -11% | -39
COc1ccc(C(=O)Nc2ccccc2N2CCN(C(=O)C(C)C)CC2)cc1Cl | 1% | 145%[activator] | 14% | 7% | 3% | -15% | -12
CC(C)(C)c1ccc(Cn2nnc3c(=O)[nH]c(C4CCN(C(=O)Cc5cccs5)CC4)nc32)cc1 | 1% | 97%[activator] | -20% | 1% | -11% | -15% | ?
Cc1cc(NC(=O)CCC(=O)N(Cc2ccco2)C(C)(C)C(=O)NC2CCCCC2)no1 | 2% | -1% | -8% | -3% | -7% | 0% | -16
O=C(COc1ccc(Cl)cc1)Nc1cnn(Cc2c(Cl)cccc2Cl)c1 | 1% | -9% | -10% | 3% | 12% | -11% | 1
Cc1cc(=O)[nH]c(SCC(=O)N2CCN(C(c3ccccc3)c3ccccc3)CC2)n1 | -3% | 0% | -15% | -2% | -17% | 0% | -13
O=S(=O)(NCC(O)COCc1ccco1)c1cccs1 (stereo not given) | 1% | -1% | 0% | 3% | 13µM* | ? | 57
Cc1nn(-c2ccccc2)c2c1N(CCCC(=O)NCc1ccccc1)C(=O)CS2 | / | / | / | -4% | -7% | 4% | 6
COc1ccc(OC)c(S(=O)(=O)Nc2ccccc2SC)c1 | 5% | -24% | -3% | 1% | -7% | -2% | -9
O=C(CCc1ccncc1)NC1CCCc2c1cnn2-c1ccc(F)cc1F (stereo not given) | 7% | -5% | -8% | -7% | -24% | -10% | -73*
COc1cccc(/C(O)=C2/C(=O)C(=O)N(CCN(C)C)C2c2ccc(Br)cc2)c1 (stereo not given) | -4% | -8% | -8% | 5% | -26% | -16% | -23
CC(C)N(Cc1nc(-c2ccc(Cl)cc2)no1)C(=O)c1ccc(C(C)(C)C)cc1 | / | / | / | 7% | 0% | 3% | -2
CCOc1ccc(C2C(C(=O)Nc3ccc(OC)cc3)=C(C)Nc3nc(SCc4ccc(Cl)cc4)nn32)cc1 (stereo not given) | / | / | / | 0% | 7% | 1% | 9
O=C(O)c1cccc(NC(=O)C2CCCO2)c1 (stereo not given) | 1% | -9% | 11% | 3% | -15% | -11% | 55
Cc1ccc2c(c1)N(CC(=O)OC(CC(C)C)C(=O)NC1CCCC1)C(=O)CO2 (stereo not given) | -2% | 25% | -3% | 1% | -13% | ? | 11
OC(c1ccc(Cl)cc1)c1ncc(-c2cccc(C(F)(F)F)c2)[nH]1 (stereo not given) | / | / | 0% | 8% | / | / | ?

Seven structures already listed, arranged by heavy-atom count, high to low:
SMILES | LmPK inh | AmpC no deterg | AMA1-RON2 inh | Tb PYK inh | Sm TGR block | AmpC inh detg | HCMV inh
CC(C)(C)c1ccc(Cn2nnc3c(=O)[nH]c(C4CCN(C(=O)Cc5cccs5)CC4)nc32)cc1 | 1% | 97%[activator] | -20% | 1% | -11% | -15% | ?
Cc1ccc(Cn2c(CN3CC(C)OC(C)C3)nc3c2c(=O)n(C)c(=O)n3C)cc1 (stereo not given) | 2% | 2% | 0% | 5% | -26% | ? | 3
O=C(CCc1ccncc1)NC1CCCc2c1cnn2-c1ccc(F)cc1F (stereo not given) | 7% | -5% | -8% | -7% | -24% | -10% | -73*
CC1CCCCC1NC(=O)CCS(=O)(=O)c1cccc2nonc12 (stereo not given) | -10% | -12% | -6% | -18% | -1% | 2% | -16
CCOc1ccc2c(c1)C(=O)c1cc(OCC(=O)O)ccc1-2 | -27% | 11% | 4% | 1% | 3% | -5% | -18
CC(C)(C)c1ccc(OCCCn2ccnc2)cc1 | 1% | 13% | ? | 16% | 9% | -1% | -10
O=C(O)c1cccc(NC(=O)C2CCCO2)c1 (stereo not given) | 1% | -9% | 11% | 3% | -15% | -11% | 55

The listing continues:
SMILES | LmPK inh | AmpC no deterg | AMA1-RON2 inh | Tb PYK inh | Sm TGR block | AmpC inh detg | HCMV inh
CN=C1c2cc3c(Br)c(OC)ccc3n2CCN1C | 2% | 1% | -18% | 6% | 0% | -12% | 22
Cc1cc(C)n2c(Nc3c(C)cccc3C)c(CC(C)C)nc2n1 | / | / | 3% | -1% | / | / | ?
O=C1CC(=C(c2ccccc2)c2ccccc2)C(=O)N1CCN1CCN(c2cccc(Cl)c2)CC1 | 0% | 28% | -19% | -3% | -7% | ? | 32
Cc1onc(-c2c(F)cccc2Cl)c1C(=O)N1CCN(c2ncccn2)CC1 | 1% | 25% | -15% | 1% | 9% | 3% | -39
O=c1c2c(n3nnnc3n1-c1ccccc1)-c1ccccc1CC21CCCC1 | 0% | -14% | -5% | -2% | 0% | -11% | 21
CC(Oc1ccc(Cl)cc1Cl)C(=O)NCCCCc1ccccc1 (stereo not given) | -1% | 1% | 15% | -14% | 3% | -12% | -25
CCCCC(=O)OCC(=O)Nc1cccc(S(=O)(=O)NC2=NCCCCC2)c1 | -2% | -25% | -12% | 7% | 0% | -4% | -16
O=C(CSc1nc2c(c(=O)[nH]1)CN(Cc1ccc(F)cc1)CC2)Nc1ccccc1Cl | / | / | / | 2% | 0% | -1% | -10
CCOC(=O)c1c(C)[nH]c(C(=O)/C(C#N)=C/c2ccc(OCC)cc2)c1C | 1% | -32% | -1% | -3% | -12% | -13% | ?
CCC(C)(C)NC(=O)C(c1ccccc1Cl)N(C(=O)CCC(=O)Nc1cc(C)on1)C(C)(C)C (stereo not given) | 4% | 87%[activator] | -4% | -14% | -4% | -4% | ?
Cc1onc(-c2ccccc2)c1C(=O)N/N=C/c1ccc(Br)cc1 | -1% | -34% | -1% | -8% | 0% | 3% | 9
Cn1c(=O)oc2cc(C(=O)c3ccccc3)ccc21 | -1% | -9% | -7% | -6% | -10% | -1% | 20
O=C(CCCl)N(Cc1nc2ccccc2c(=O)[nH]1)Cc1cccs1 | 2% | -18% | -16% | 3% | 0% | 2% | -6

Source: PubChem BioAssay (National Center for Advancing Translational Sciences (NCATS))
